# Vif inh: blocks HIV Vif function; 340,000 compounds, 0.35% hits; inhibition, % at 7.49 µM; HEK293T cells, Vif self-association by quenched fluorescence, imaging, 24 h; AID 602346; in the data active = inhibition above about 50%, passing the limit was not always enough; also: some results filed as inactive read as strong as hits
# NCOA1 inh: human NCOA1 inhibition. HEK293 GAL4-SRC1 luciferase reporter, luminescence. inhibition, % at 3.6 µM. Q15788. 360,000 compounds, 0.12% hits;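 active = inhibition above the campaign mean plus 3 SD, with each screening campaign given its own cutoff, cut at about 60% in these data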;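 also: 0% = DMSO treated cells and 100% = gossypol at 36 µM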
# NCOA2 inhibitor: inhibits human steroid receptor coactivator 2; Q15596; HEK293 GAL4-SRC2 luciferase reporter, luminescence; inhibition, % at 9 µM; 370,000 compounds, 0.17% hits; AID 651957;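 active = inhibition above the mean inhibition of all tested compounds plus 3 SD, set per campaign, cut at about 52% in these data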;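 also: 0% = DMSO treated cells and 100% = cells given Gossypol at 36 µM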
# LMP1 NFkB inh: inhibitors of Epstein-Barr LMP1-induced NF-kappaB reporter | LMP1-induced NF-kappaB luciferase reporter cells, luminescence | inhibition, % at 12.5 µM | 350,000 compounds, 0.69% hits | AID 504558; in the data active = inhibition above about 41%;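 also: 0% = neutral control wells and 100% = reference inhibitor control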
# SRC3 inh: inhibitors of human steroid receptor coactivator 3 (SRC3). inhibition, % at 3.6 µM. Q9Y6Q9. HEK293 GAL4-SRC3 luciferase reporter, luminescence. 360,000 compounds, 0.17% hits;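 active = inhibition above a per-campaign cutoff, the mean of all compounds plus 3 SD, cut at about 60% in these data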;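 also: 0% = DMSO-treated cells and 100% = gossypol-treated cells at 36 µM; higher means less SRC3-driven luciferase light from the GAL4 reporter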
# NOD2 RIPK2 PPI: inhibitors of human NOD2-RIPK2 interaction; O43353; AID 624267; inhibition, % at 4.98 µM; CHO BLA complementation NOD2-RIPK2, CCF4 ratio; 360,000 compounds, 0.38% hits; in the data active = inhibition above about 21%;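 also: 0% = vehicle only and 100% = reference blocker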
# Target sequence (O43353 whole entry, looked up): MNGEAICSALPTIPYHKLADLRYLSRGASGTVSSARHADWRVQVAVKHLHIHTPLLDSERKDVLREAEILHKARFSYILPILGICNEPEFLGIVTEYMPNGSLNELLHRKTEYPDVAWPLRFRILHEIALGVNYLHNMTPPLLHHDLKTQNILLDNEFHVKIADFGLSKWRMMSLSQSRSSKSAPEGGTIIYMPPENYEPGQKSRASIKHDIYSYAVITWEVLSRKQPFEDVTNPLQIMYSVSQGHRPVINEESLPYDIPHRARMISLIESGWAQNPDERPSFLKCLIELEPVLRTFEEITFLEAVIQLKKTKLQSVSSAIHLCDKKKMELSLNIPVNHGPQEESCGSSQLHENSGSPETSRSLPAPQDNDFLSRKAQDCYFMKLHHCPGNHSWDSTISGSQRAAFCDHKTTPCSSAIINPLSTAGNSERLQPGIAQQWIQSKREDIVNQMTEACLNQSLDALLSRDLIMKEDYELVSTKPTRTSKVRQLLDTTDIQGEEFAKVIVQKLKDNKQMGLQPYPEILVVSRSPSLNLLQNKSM
# NR2F2 inh: inhibitors of human COUP-TFII (NR2F2). HEK293T NGFI-A luciferase reporter, luminescence. inhibition, % at 8.6 µM. 370,000 compounds, 0.7% hits. AID 686940;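 active = inhibition above a per-plate cutoff, mean inhibition of test wells between control levels plus 3 SD, cut at about 38% in these data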;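 also: cells cotransfected with COUP-TFII expression vector driving the NGFI-A reporter; 0% = median of COUP-TF2 test wells and 100% = reporter-only cells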
# Target sequence (P24468 whole entry, looked up): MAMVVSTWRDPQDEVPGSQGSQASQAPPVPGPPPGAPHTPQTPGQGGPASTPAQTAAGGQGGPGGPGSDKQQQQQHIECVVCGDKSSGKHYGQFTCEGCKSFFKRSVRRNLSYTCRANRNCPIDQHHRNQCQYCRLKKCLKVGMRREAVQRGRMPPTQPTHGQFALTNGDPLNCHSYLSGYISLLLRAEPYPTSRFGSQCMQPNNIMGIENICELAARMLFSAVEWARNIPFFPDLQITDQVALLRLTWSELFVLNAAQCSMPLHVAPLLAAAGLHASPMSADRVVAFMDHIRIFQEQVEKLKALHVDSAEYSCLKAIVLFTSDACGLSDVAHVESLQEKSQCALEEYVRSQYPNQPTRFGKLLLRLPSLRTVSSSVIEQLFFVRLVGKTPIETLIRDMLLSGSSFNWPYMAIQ
# LRH-1 inv ag: inverse agonists of human LRH-1 (NR5A2); O00482; HEK293T StAR-luciferase reporter, LRH-1 transfected, 24 h; inhibition, % at 3.6 µM; 360,000 compounds, 0.13% hits; AID 602396;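 active = inhibition above the mean inhibition of all tested compounds plus 3 SD, cut at about 73% in these data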;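 also: 0% = DMSO wells and 100% = reporter-only cells lacking LRH-1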
# TRAIL sens C8: sensitizes caspase-8 expressing cells to TRAIL | NB7+C8 cells + TRAIL, ATPlite viability luminescence | inhibition (viability loss, TRAIL sensitization), % at 10 µM | 360,000 compounds, 1% hits | AID 624354;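 active = compounds causing at least 50% loss of cell viability in the single-dose screen, relative to plate controls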
# TLR9-MyD88 block: inhibitors of human TLR9-MyD88 binding; AID 504734; Q9NR96+Q99836; CHO BLA complementation TLR9-MyD88, CCF4 FRET ratio; inhibition, % at 4.98 µM; 340,000 compounds, 0.21% hits;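 active = inhibition above the mean over all tested compounds plus 3 SD, cut at about 21% in these data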;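 also: 0% = DMSO only wells and 100% = clavulanate BLA inhibitor control wells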
# TROY signal inh: inhibitors of TROY-dependent NF-kB signaling; Q293 LMP1-TROYcd NF-kB luciferase reporter, 4 h; inhibition, % at 10 µM; 360,000 compounds, 0.98% hits; AID 1347056;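 active = compounds whose plate-normalised and pattern-corrected inhibition of the luciferase reporter signal at the single screening dose is 50% or more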
# An asterisk follows results filed as active; / = not tested or not shown. An excerpt. The share of hits here may be higher or lower than overall.
# Preview (6 entries):
Compound,Vif inh,NCOA1 inh,NCOA2 inhibitor,LMP1 NFkB inh,SRC3 inh,NOD2 RIPK2 PPI,NR2F2 inh,LRH-1 inv ag,TRAIL sens C8,TLR9-MyD88 block,TROY signal inh
Cc1ccc(S(=O)(=O)N2CCN(C(=O)c3ccc4c(c3)OCO4)CC2)cc1,-6,6,-13,7,-9,-2,-8,12,19,7,19
CCOc1ccccc1NC(=O)C1CCCC1,11,-5,7,3,-12,9,2,11,6,6,-9
COc1ccc(CNC(=O)Cc2cccs2)cc1OC,0,8,0,4,-13,-1,11,-1,-6,2,-4
COc1ccccc1N1CCN(C(=O)CCNC(=O)c2ccco2)CC1,20,-25,-15,-1,-44,0,-14,4,-7,-1,-26
CC1CCc2c(C(=O)Nc3ccccn3)csc2C1 (stereo not drawn),-1,-74,-45,-41,-87,4,-63,-108,17,-3,-50
Cn1c(-c2ccccc2)cnc1SCc1nc2ccccc2c(=O)[nH]1,-10,-118,-40,2,-114,-6,-34,-164,24,-6,-64

# This part in full, repeating the preview:
Compound,Vif inh,NCOA1 inh,NCOA2 inhibitor,LMP1 NFkB inh,SRC3 inh,NOD2 RIPK2 PPI,NR2F2 inh,LRH-1 inv ag,TRAIL sens C8,TLR9-MyD88 block,TROY signal inh
Cc1ccc(S(=O)(=O)N2CCN(C(=O)c3ccc4c(c3)OCO4)CC2)cc1,-6,6,-13,7,-9,-2,-8,12,19,7,19
CCOc1ccccc1NC(=O)C1CCCC1,11,-5,7,3,-12,9,2,11,6,6,-9
COc1ccc(CNC(=O)Cc2cccs2)cc1OC,0,8,0,4,-13,-1,11,-1,-6,2,-4
COc1ccccc1N1CCN(C(=O)CCNC(=O)c2ccco2)CC1,20,-25,-15,-1,-44,0,-14,4,-7,-1,-26
CC1CCc2c(C(=O)Nc3ccccn3)csc2C1 (stereo not drawn),-1,-74,-45,-41,-87,4,-63,-108,17,-3,-50
Cn1c(-c2ccccc2)cnc1SCc1nc2ccccc2c(=O)[nH]1,-10,-118,-40,2,-114,-6,-34,-164,24,-6,-64
N#Cc1ccc(S(=O)(=O)N2CCN(CN3C(=O)CC4(CCCC4)C3=O)CC2)cc1,3,-2,-10,4,-11,2,1,-7,-18,2,-2
CCc1[nH]nc2c1C(c1ccsc1)C(C#N)=C(N)O2 (stereo not drawn),-5,3,-17,16,13,-1,0,12,-12,-7,19
Cc1cc([N+](=O)[O-])nn1CC(=O)N1N=C(C(F)F)CC1(O)C(F)F (stereo not drawn),9,6,-14,2,7,3,1,10,-14,-11,13
COc1cccc(-c2sc3ccccc3c2-c2ccc(OCCN(C)C)cc2)c1,29,-12,-3,89*,1,13,-22,-21,36,8,23
O=C(NC1CCCCC1)C(c1ccccc1)n1c(=O)c(-c2cc3ccccc3[nH]2)nc2ccccc21 (stereo not drawn),/,/,-5,/,/,44*,8,22,-7,/,/
COc1ccc(CNC(=O)COC(=O)/C=C/c2cccc(Br)c2)cc1,7,-7,5,-7,16,3,9,-4,14,10,29
CCCCN1C(C(=O)Nc2ncccn2)=C(O)c2ccccc2S1(=O)=O,1,6,2,-3,-5,2,-6,-22,-10,-6,16
Cc1ccc(CN(c2ccc(C(=O)NCc3ccc4c(c3)OCO4)cc2)S(C)(=O)=O)cc1,-9,-31,11,-5,-6,-7,7,-4,12,6,-4
C=C(C)CN(CC)c1nc(N)c2c(N)nc3c(c2c1C#N)CC(=O)N3C12CC3CC(CC(C3)C1)C2,/,-4,18,5,11,2,5,0,18,7,22
COCC(=O)OCC(=O)Nc1ccccc1-c1ccccc1,-2,0,3,1,13,7,4,-1,-6,-7,-2
CCCC(=O)N1CCN(c2nnc(-c3ccccc3)c3ccccc23)CC1,6,7,28,3,13,-3,-15,-3,-6,2,10
COc1ccc(C(=O)Nc2ccccc2C(=O)O)cc1NC(=O)C(c1ccccc1)c1ccccc1,-3,-48,-2,-12,-17,-10,17,-22,17,-2,21
Cc1cc(CNC(=O)Cc2ccccc2)c2ccccc2n1,7,-1,-30,-3,10,-3,-24,-38,10,-9,-36
O=C(OCC(=O)N1CCOCC1)c1cccc(S(=O)(=O)N2CCCc3ccccc32)c1,0,3,2,-6,21,1,-1,3,-14,6,3
COc1ccc2nc(SCC(=O)NC3(C#N)CCCCC3)[nH]c2c1,2,-20,-39,4,7,-2,11,-11,-7,-4,15
N#C/C(=N/O)c1nc(-c2ccc(F)cc2)cs1,0,13,8,4,15,2,-3,21,1,13,4
COc1ccc(C(=O)Nc2cc(C(C)=O)c(C)oc2=O)cc1,40,-14,-6,0,-22,3,5,-15,-3,-1,-30
O=C(NCCCN1CCOCC1)c1cc2ccccc2oc1=O,4,-8,-6,8,5,1,-7,-18,-3,4,-8
Cc1ccc(-n2ncc3c(NCc4ccc5c(c4)OCO5)ncnc32)c(C)c1,24,-7,2,0,8,-5,18,-11,8,-5,1
CCC(C)COC(=O)C(C#N)c1nc2ccccc2nc1N1CCCCC1 (stereo not drawn),-8,-10,-15,1,8,-5,-10,7,2,-5,8
COc1ccc(-n2nnnc2C(c2ccccc2)N2CCN(C/C=C/c3ccccc3)CC2)cc1 (stereo not drawn),0,-15,-1,/,9,-8,12,12,-5,/,18
Cc1nc(C/C(=N\Nc2ccccc2)c2ccc(O)cc2O)cs1,30,-28,9,2,-7,9,8,-14,9,3,-13
Cc1ccc(CNC(=O)CCCn2nc(C)n3ccnc3c2=O)cc1,-5,6,15,-6,2,2,9,-1,-14,-2,-5
CCOC(=O)C(C(=O)c1ccccc1)C(c1ccccc1)c1nccc2ccccc12 (stereo not drawn),/,-10,15,-32,0,-8,7,7,24,-3,28
CCCCn1c(SCC(=O)NCc2ccc(OC)c(C(=O)O)c2)nc2cc(S(N)(=O)=O)ccc21,-9,6,10,-13,9,4,-11,2,10,4,3
CC(O)CNc1nc2c(c(=O)n(Cc3ccccc3)c(=O)n2C)n1C (stereo not drawn),-3,18,-4,-2,1,1,-17,-8,-9,-18,3
O=C(NCO)c1cccnc1,8,3,-19,-11,-2,-7,20,7,11,-4,-12
Cc1cccc(NC(=O)NCC(F)(F)F)n1,4,13,-11,3,4,8,1,-4,8,-4,-4
CCOC(=O)c1ccc(NC(=S)N(CCCN2CCCC(C)C2)Cc2cccs2)cc1 (stereo not drawn),-4,-23,-1,-2,25,-7,-3,-25,2,-1,9
Cc1cc(S(=O)(=O)Nc2ccc3c(c2)COC3=O)ccc1F,-6,-3,-24,-5,-2,-13,-13,9,-2,-4,-24
c1ccc(Nc2cccc(Nc3ccccc3)n2)cc1,/,-43,-63,-24,-12,4,-35,-49,-5,-5,-7
COc1ccc(-c2csc(Nc3ncccc3C)n2)cc1,7,-114,-73,-39,-99,-9,-66,-184,10,7,-34
Cc1nc2ccc(C(=O)N/N=C/c3ccc(O)cc3)cc2[nH]1,7,0,-9,0,-13,-5,0,1,-12,-17,-24
O=C(c1ccccc1)[C@@H]1[C@@H](C(=O)c2ccc(F)cc2)[C@@]2(C(=O)Nc3ccccc32)[C@H]2c3ccccc3C=CN12,-6,-7,-8,-3,-11,2,9,0,-9,-2,-7
Cc1ccc(OCCOCCNC(C)C)c(Br)c1,/,7,-9,4,1,-14,-2,-4,4,-12,1
Cc1nnc(SCC2=C(C(=O)O)N3C(=O)C(NC(=O)Cn4nc(C)c(Cl)c4C)C3SC2)s1 (stereo not drawn),1,5,34,-1,14,-2,-3,-1,-3,0,16
CC(C)NCc1nnc(-c2ccccc2Cl)o1,-7,-11,-18,-2,1,-8,-20,-7,-5,-4,-46
O=C(Nc1ccc(N2CCCC2)c(S(=O)(=O)Nc2cccc(C(F)(F)F)c2)c1)c1cccs1,-2,5,-8,8,16,-4,9,7,-9,-7,-11
Clc1ccc2c(N3CCOCC3)ccnc2c1,6,16,10,23,9,-10,4,-23,7,-7,-3
COc1ccc(-c2c(C(=O)c3ccccc3)[nH]c(N)c2C(=O)NC2CC2)cc1OC,/,/,-21,/,/,-17,5,-16,-6,/,34
[O-]/[N+](=C\c1ccccc1)c1ccccc1,-10,-3,-20,-9,8,1,12,5,-16,4,-13
CCC(=O)Nc1ccc(-c2csc(C)n2)cc1,1,-86,-38,-19,-23,2,-26,-67,30,6,-43
COc1ccc(N(CC(=O)NCC2CCCO2)C(=O)CCC(=O)Nc2nccs2)cc1 (stereo not drawn),/,-48,20,-5,-13,5,4,-8,4,-2,1
O=c1cc(CSc2nnnn2-c2ccccc2)[nH]c2[nH]n(-c3ccccc3)c(=O)c12,/,0,9,-7,-1,-1,-1,-14,3,5,-7

# Other records
Compound,Vif inh,NCOA1 inh,NCOA2 inhibitor,LMP1 NFkB inh,SRC3 inh,NOD2 RIPK2 PPI,NR2F2 inh,LRH-1 inv ag,TRAIL sens C8,TLR9-MyD88 block,TROY signal inh
O=C(Nc1ccncc1)c1cc(-c2ccccn2)nc2ccccc12,-2,-2,-30,-10,-11,-1,2,4,-10,-3,-25
Cc1cccc(NC(=O)c2ccc(S(=O)(=O)N3CCOCC3)cc2)n1,8,9,2,-5,-4,-2,7,-1,1,-3,-20
CCOC(=O)C[N+](CC)(CC)CC#Cc1ccccc1,-9,3,5,2,-6,-4,26,-6,19,0,12
CCOc1ccc(OCC(=O)Nc2ccc(OC)cc2)cc1,5,-5,0,-18,25,-19,5,-7,-5,6,-11

# Bioassay records (PubChem BioAssay)
